mcGAS inh: inhibitors of mouse cGAS; actives 0.15% (n = 160,000); inhibition, % at 12.5 µM; recombinant cGAS, Kinase-Glo ATP depletion luminescence;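 further: 0% = negative control wells and 100% = reference inhibitor with no enzyme activity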
hcGAS inh: human cGAS inhibition; inhibition, % at 12.5 µM; actives 0.081% (n = 290,000); recombinant h-cGAS, ATP depletion, Kinase-Glo luminescence;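 further: 0% = vehicle reaction and 100% = reaction without DNA for no activity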
Target sequence (Q8N884 whole entry, looked up): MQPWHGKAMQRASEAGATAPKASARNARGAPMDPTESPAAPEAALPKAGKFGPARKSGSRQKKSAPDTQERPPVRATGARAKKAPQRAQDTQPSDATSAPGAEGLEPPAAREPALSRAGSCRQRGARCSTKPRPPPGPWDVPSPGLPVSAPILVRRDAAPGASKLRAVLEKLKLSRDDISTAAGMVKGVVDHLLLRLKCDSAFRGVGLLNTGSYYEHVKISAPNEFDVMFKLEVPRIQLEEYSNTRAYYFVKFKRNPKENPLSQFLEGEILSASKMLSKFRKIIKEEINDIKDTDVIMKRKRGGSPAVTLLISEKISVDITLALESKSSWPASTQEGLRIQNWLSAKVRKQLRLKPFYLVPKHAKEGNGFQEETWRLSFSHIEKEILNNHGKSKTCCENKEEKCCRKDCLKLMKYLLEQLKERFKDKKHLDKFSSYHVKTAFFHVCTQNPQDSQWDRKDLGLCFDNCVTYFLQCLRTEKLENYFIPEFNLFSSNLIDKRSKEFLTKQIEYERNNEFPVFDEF
NPYLR7 agonist: mosquito NPYLR7 agonism; HEK293T NPYLR7/Galpha15, GCaMP6s calcium fluorescence; activation, % at 10 µM; actives 0.15% (n = 270,000); in the data active means activation above about 40%;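 further: 0% = vehicle and 100% = reference agonist at the receptor; some compounds past the cut are filed as inactive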
Starred values were filed as active, the others as inactive; nt = no result given; & = joins results of further samples. Unless noted, no stated cut-off is given here; in the data, active means inhibition above about 40%; inactive means the rest.

SMILES | mcGAS inh | hcGAS inh | NPYLR7 agonist
COCC1CCN(S(=O)(=O)N(C)C(C)c2nc(C)sc2C)CC1 (stereo unspecified) | -4 | -6 | nt
CN1CCNC(=O)C12CCN(C(=O)CN1CCC(c3ccccc3)C1)CC2 (stereo unspecified) | -10 | -6 | 0
Cc1nn(CCC(=O)Nc2ccc(F)cc2)c(C)c1C | nt | -7 | -8
CCOC(=O)C1(CCOc2ccccc2)CCN(Cc2nccn2CC)CC1 | -9 | -4 | 22
C(=C1CCCC2C1=Nc1ncnn1C2c1ccccc1)c1ccccc1 (stereo unspecified) | nt | 1 | 5
Cc1ccsc1CNC(=O)Nc1ccccc1-c1nncn1C(C)C | nt | -6 | 4
O=Cc1ccc(N2CCC(c3ccc(Cl)cc3)=N2)cc1 | -4 | -8 | 7
CCOc1ccc(Br)cc1S(=O)(=O)Nc1ccc(C)cc1Cl | nt | -8 | -3
CC1CN(C(=O)c2cc3ccsc3n2Cc2cccc(F)c2)CCN1C(=O)NC(C)(C)C (stereo unspecified) | -10 | -12 | nt
CC(C)C(=O)N(C)c1nnc(C23CC4CC(CC(C4)C2)C3)s1 | -9 | -4 | -2
COc1ccc(C=NNC(=O)c2n[nH]c3c2CCCC3)cc1 | -4 | -5 | 1
CCC(C(=O)N(Cc1c(C)nn(-c2cccc(F)c2)c1N1CCN(CC)CC1)C(C)C)c1ccccc1 (stereo unspecified) | -5 | -5 | -4
CC(=O)c1c(F)cccc1NC1CCN(Cc2ccccn2)CC1C (stereo unspecified) | nt | -11 | 0
O=c1cnnc(SCc2ccccc2)[nH]1 | -2 | -3 | 1
COc1cccc(CN(Cc2ccc(C(O)(c3cccc(F)c3)c3cccc(F)c3)o2)CC2CCCO2)c1 (stereo unspecified) | -3 | 0 | -6
CC(C)CN1CCC(NC(=O)C(C)SCc2nc3scc(-c4ccccc4)c3c(=O)[nH]2)CC1 (stereo unspecified) | -3 | 1 | -1
Cc1nnc(NC(=O)N2CCCN(c3ccccc3C)CC2)s1 | -3 | 1 | 2
COCCc1noc(-c2cc(C3CC3)nc3ccc(Cl)cc23)n1 | -1 | 5 | 0
CCc1nnc(CNc2ccc3c(c2)OC(F)(F)O3)o1 | nt | -9 | -24
COCC1(NC(=O)CN2CCOC2=O)CCCC1 | -5 | -9 | nt
CN1CCC(NC(=O)C2CCN(S(C)(=O)=O)CC2)CC1 | -6 | -16 | nt
O=C1OC(c2ccccc2)c2ccc3ccccc3c21 (stereo unspecified) | nt | -2 | -4
COc1ccc(OC)c(CN2CCN(Cc3nc4ccc(Cl)cc4c(=O)[nH]3)CC2)c1 | nt | -3 | 1
CN1CCNC(=O)C12CCN(C(=O)Cc1cccc(C(F)(F)F)c1)CC2 | -17 | -4 | 8
CC(=O)Nc1ccc(CNc2nc3cc(-c4ccsc4)sc3c(=O)n2C)cc1 | nt | -6 | 7

Part of the list above in order of number of heavy atoms, lowest first:
SMILES | mcGAS inh | hcGAS inh | NPYLR7 agonist
CCc1nnc(CNc2ccc3c(c2)OC(F)(F)O3)o1 | nt | -9 | -24
COc1ccc(C=NNC(=O)c2n[nH]c3c2CCCC3)cc1 | -4 | -5 | 1
Cc1ccsc1CNC(=O)Nc1ccccc1-c1nncn1C(C)C | nt | -6 | 4
COc1ccc(OC)c(CN2CCN(Cc3nc4ccc(Cl)cc4c(=O)[nH]3)CC2)c1 | nt | -3 | 1

The main list resumes; the 6 compounds before the break are reprinted first.
SMILES | mcGAS inh | hcGAS inh | NPYLR7 agonist
COCC1(NC(=O)CN2CCOC2=O)CCCC1 | -5 | -9 | nt
CN1CCC(NC(=O)C2CCN(S(C)(=O)=O)CC2)CC1 | -6 | -16 | nt
O=C1OC(c2ccccc2)c2ccc3ccccc3c21 (stereo unspecified) | nt | -2 | -4
COc1ccc(OC)c(CN2CCN(Cc3nc4ccc(Cl)cc4c(=O)[nH]3)CC2)c1 | nt | -3 | 1
CN1CCNC(=O)C12CCN(C(=O)Cc1cccc(C(F)(F)F)c1)CC2 | -17 | -4 | 8
CC(=O)Nc1ccc(CNc2nc3cc(-c4ccsc4)sc3c(=O)n2C)cc1 | nt | -6 | 7
O=C(NCCn1ncc2c(N3CCOCC3)ncnc21)C1(c2cccs2)CCCC1 | -5 | -9 | 0
CCOc1ccc(-c2n[nH]c(=S)o2)cc1 | nt | 1 | 4
CCN1CCCN(C(=O)NCC(C)C)CC12CCOCC2 | -6 | -15 | nt
O=C(NC1CC1)C(c1ccccc1)N1CCN(c2ccccc2Cl)CC1 (stereo unspecified) | 0 | 0 | -14
O=c1[nH]c(CN(CCO)Cc2nc3sccc3c(=O)[nH]2)nc2sccc12 | nt | -5 | 39
COCCCN(CC(=O)N1CCc2sccc2C1c1ccccc1C)C(=O)CCl (stereo unspecified) | 4 | -7 | 10
Cc1nc2ccccc2nc1N1CCN(S(=O)(=O)c2ccccc2C#N)CC1 | nt | -7 | 25
CSc1ncc(CN2CCCC(C(=O)Nc3cccc(-c4cccc(C)c4)c3)C2)cn1 (stereo unspecified) | -11 | -9 | 13
O=C(CCNS(=O)(=O)c1ccc(F)c(Cl)c1)NC1=NCCS1 | nt | 2 | 1
CC1(C)Cc2cc(CNC(=O)C3CCC(=O)N(CCc4ccccn4)C3)ccc2O1 (stereo unspecified) | nt | -9 | 4
O=C(CCc1ccccc1O)N1CCN(c2ccccc2F)CC1 | -5 | -6 | 9
COc1ccccc1N1CCN(C2CCCN(S(=O)(=O)Cc3ccccc3)C2)CC1 (stereo unspecified) | -8 | -8 | 10
CCc1nnc(-c2cc3ccccc3n2Cc2ccccc2)o1 | -9 | -6 | 8
Cc1cc2occ(CC(=O)N3CCN(C(=O)N(C)C)CC3)c2cc1C(C)C | nt | -7 | 2
C=C(C)C(=O)N(C)c1ccc(-c2onc3c2CCc2ccccc2-3)cc1 | -18 | -36 | -2
FC(F)(F)CC[n+]1cccc2ccccc21 | nt | -3 | 7
C=c1cc(C)n(CC(=O)Nc2cccc(SC)c2)c(=O)c1=C1N=C(c2ccccc2)NO1 | -2 | -1 | 0
Cn1c(=S)[nH]c2scc(-c3cccs3)c2c1=O | nt | 21 | -1
COc1ccccc1N1CCN(C(=O)c2cc(-c3ccc(F)cc3)nc3cc(C(C)(C)C)nn23)CC1 | -7&0 | 0&3 | 2&-4
COCC(=O)NNS(=O)(=O)c1ccc([N+](=O)[O-])cc1 | nt | -2 | 3
Cc1ccc(C(=O)N2C(C(=O)N3CCCC3)COC23CCN(C(=O)c2cccc([N+](=O)[O-])c2)CC3)cc1 (stereo unspecified) | -4 | -2 | 0
O=C(CSc1nnc2[nH]c(=O)cc(-c3ccccc3)n12)Nc1ccccc1 | 2 | -1 | -24
CC(NC=CC(=O)C(F)(F)F)C(=O)OC(C)(C)C (stereo unspecified) | nt | -7 | -1
CNc1nc(Nc2nc(C)cc(C)n2)nc(OCC(F)(F)F)n1 | -5 | -1 | -5
CCOC(=O)c1cc(C2CC2)n(C2CCN(C(=O)Cc3ccc(OC)c(OC)c3)CC2)n1 | -5 | -3 | 1
Other results follow.
SMILES | mcGAS inh | hcGAS inh | NPYLR7 agonist
CC(C(=O)NC1CC1)N1CCOC(c2cccc(Br)c2)C1 (stereo unspecified) | nt | -7 | 5
CC(NC(=O)CN1CCN(Cc2ccc(Br)s2)CC1)c1ccccc1 (stereo unspecified) | -5 | -5 | 0
CC12CS(=O)(=O)CC1SC(=S)N2c1cccc(O)c1 (stereo unspecified) | nt | -9&-6 | 3&7
COc1ccccc1/C=N\N=C1/NC(=O)C(CC(=O)Nc2cccc(C)c2C)S1 (stereo unspecified) | -3 | -2 | 4
COc1cc2c(cc1OC)C(c1ccc(F)cc1)N(C(=O)c1c(-c3c(Cl)cccc3Cl)noc1C)CC2 (stereo unspecified) | -5 | -2 | 8
COc1ccc(-n2c(O)c(Cc3ccccc3)c(=O)n3nc(-c4ccccc4)c(=O)cc23)cc1 | nt | 5 | 2
C#CCO[C@@H]1CCN2C(=O)[C@@H]3C[C@@H](O)CN3C(=O)[C@@H]2C1 | -9 | -8 | -9
O=C(Cn1c(SCCOc2ccccc2)nc2ccccc21)N1CCOCC1 | nt | -9 | 1
CC(C)(C)NC(=O)C(=O)NCC1CCCO1 (stereo unspecified) | -3 | -3 | 6
COc1cc(OC)cc(C(=O)N2CCCC(Nc3cc(C)ccc3OC)C2)c1 (stereo unspecified) | nt | 0 | -3
Cc1noc(COCC(=O)Nc2ccc(Cl)cc2Cl)n1 | nt | -9&-5 | 7&-4
O=C1CC2CS(=O)(=O)CC2N1c1ccc(OC(F)(F)F)cc1 (stereo unspecified) | -2 | -2 | 1
Cc1cc(C)c(C(=O)N(C)Cc2nc3ccc(Cl)cc3[nH]2)c(=O)[nH]1 | -20 | -4 | 1
COc1cccc(/C=C2\SC(=S)N(c3cccc(F)c3)C2=O)c1O | -6 | -6 | -2
N#Cc1ccccc1S(=O)(=O)N1CCN(C(=O)CCc2nc3ccccc3c(=O)[nH]2)CC1 | -9 | -6 | 8
CC(=O)c1cc(C(=O)N2CCN(CC3CCCO3)CC2)n(C)c1 (stereo unspecified) | nt | -12 | -1
COc1cc(CC(=O)N2CCOC(COc3ccccc3OC)C2)cc(OC)c1 (stereo unspecified) | nt | -6 | 23
COc1ccc2[nH]c(C(=O)N3CC[C@H]4CC[C@@H](C3)N4)cc2c1 | nt | -4 | 3
N#Cc1ccc(C(=O)N2CCN(CC(OCc3ccc(C(F)(F)F)cc3)c3ccc(Cl)cc3)CC2)cc1 (stereo unspecified) | 0 | -1 | nt
CCNc1nc(NC(C)C)nc(SCCOc2ccccc2)n1 | nt | 3 | 6
Nc1nc(SCC(=O)NCCCO)nc2sc3c(c12)CCC3 | nt | -2 | 5
O=C(NC1CCCCC1)O/N=C\c1ccc(F)cc1 | nt | -5 | 3
CCCN(CCC(=O)NCCOC)c1nc(CC)nc2cc(Cl)ccc12 | 1 | -2 | -11
N[C@H]1CN[C@H](C(=O)N[C@H]2CCc3ccccc32)C1 | -8 | -2 | 2
COc1ccc(/C(C)=N\OCC(=O)N2CCOC(COc3ccccc3OC)C2)cc1 (stereo unspecified) | nt | 4 | -2
(cont.)
SMILES | mcGAS inh | hcGAS inh | NPYLR7 agonist
COc1cc(CO)ccc1OCc1nnc(-c2ccc(Br)cc2)o1 | nt | 1 | 0
COc1ccc(C(O)C(=O)N2CCc3c(nc(C)nc3N3CCCC3)C2)cc1 (stereo unspecified) | -7 | -4 | -1
CC(C)NC(=O)C(C#N)=Cc1ccc(C#N)cc1 | 20 | -4 | 2
O=[N+]([O-])c1ccc(-c2nc(C=Nc3cccnc3)c(O)o2)cc1 | 0 | -2 | -7
CC(C(=O)O)n1ccc2c(cnc3ncnn32)c1=O (stereo unspecified) | nt | -8 | 5
COc1ccccc1NC(=O)N(Cc1ccc(F)cc1)Cc1ccc(OC)c(OS(=O)(=O)c2ccc(NC(C)=O)cc2)c1 | -5 | -4 | 1
CN(C)C(CNC(=O)NC(C)(C)C)c1ccsc1 (stereo unspecified) | -9 | -8 | 11
COc1cccc(OC)c1C(=O)Nc1ccc(-n2nc(OCC(C)C)nc2-c2ccccc2C)cc1 | -6 | 0 | 13
CCCNCc1sccc1C | nt | 2 | -3
CCCC(=O)N1CCN(c2ncnc3c2nnn3CC)CC1 | nt | -1 | 1
CCCCOc1ccc(NC(=O)C2OC3OC(C)(C)OC3C3OC(C)(C)OC23)cc1 (stereo unspecified) | -2 | 1 | 3
OCc1ccc(CN2CCC(n3cc(-c4cccnc4)nn3)CC2)o1 | -7 | 1 | -2
COc1ccc(CCN2C(=O)NC(C)(C3CCN(C(=O)c4ccc5ncccc5c4)CC3)C2=O)cc1 (stereo unspecified) | nt | -2 | 2
CCCCN1C(=O)CCc2cc(NC(=O)c3ccc(Cl)cc3)ccc21 | nt | 2 | -6
C[C@H](C(=O)NCC1CCCCC1)N1Cc2ccc(N3CCOCC3)nc2C1=O | nt | -14 | 6
CC1CCCCC1NC(=O)C1COc2ccccc2O1 (stereo unspecified) | -8 | -12 | 11
COc1cn(CC(=O)NCc2ccc3c(c2)OCO3)c(CSc2nccn2C)cc1=O | -9 | -1 | -5
O=C(CSc1nc(C(F)(F)F)cc(=O)[nH]1)NCc1ccco1 | -8 | -5 | -4
Cc1cc(C2CCCN2Cc2cccc(C(=O)Nc3cccnc3)c2)no1 (stereo unspecified) | -10 | -6 | -9
CCOc1ccc(NC(=O)Cn2c(-n3nc(C)cc3C)nc3c(c2=O)CCC3)cc1 | -6 | -6 | nt
Cc1ccc(CN(Cc2cccnc2)CC2CCCN(C3CCCCC3)C2)s1 (stereo unspecified) | -11 | -8 | 1
Cc1cc(C(=O)N2CCC(Oc3ccc(C(=O)NC4CCCC4)cc3Cl)CC2)n(C)n1 | -10 | -12 | 15
COc1cccc(CN(CC2CC(c3ccc(Cl)cc3)=NO2)C(=O)Nc2ccccc2OC)c1 (stereo unspecified) | -10 | -10 | 28
CCNc1cc(C)nc(N2CCN(C(=O)Nc3ccccc3)CC2)n1 | nt | -7 | 9
COCCNC(=O)CNS(=O)(=O)c1ccc(F)cc1Cl | nt | -3 | 2
CCOC(=O)CCC(=O)N1CCN(c2cc(S(=O)(=O)NCCCN3CCOCC3)ccc2OC)CC1 | -7 | -9 | 4
Cc1nc(C)c(C(=O)N2CCC(C(Cc3ccc(F)cc3F)N(C)C(=O)c3cccnc3)CC2)s1 (stereo unspecified) | -3 | 0 | 11
Cc1sc2nc(CSc3nc(N)nc(-c4cccs4)n3)[nH]c(=O)c2c1C | nt | -2 | 5
O=C1CCCN1CCN1CCCC(CCc2ccc(F)cc2)C1 (stereo unspecified) | nt | -4 | 4

Single values from the list:
COc1ccc(CCN2C(=O)NC(C)(C3CCN(C(=O)c4ccc5ncccc5c4)CC3)C2=O)cc1 (stereo unspecified) in hcGAS inh is entered as -2
OCc1ccc(CN2CCC(n3cc(-c4cccnc4)nn3)CC2)o1 in NPYLR7 agonist is entered as -2
CC1CCCCC1NC(=O)C1COc2ccccc2O1 (stereo unspecified) in mcGAS inh is entered as -8
CCCCN1C(=O)CCc2cc(NC(=O)c3ccc(Cl)cc3)ccc21 in hcGAS inh is entered as 2
CCCNCc1sccc1C in NPYLR7 agonist is entered as -3
